Screening results: PubChem BioAssay, The Scripps Research Institute Molecular Screening Center
FBW7 act: FBW7 E3 ligase activators, primary screen, biochemical, AlphaScreen, human; 650,000 tested, 0.13% active; normalized activity (activation), % at 26.1 µM; AID 1259310, 2017; AlphaScreen FBW7–phospho-cyclin E peptide binding, activator screen; in the data active = normalized activity above about 1.9%;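 also: purified mutant Fbw7 with reduced substrate affinity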
TEAD-YAP block: TEAD-YAP interaction inhibition, primary screen, TEAD-YAP interaction inhibitor project, luminescence, HEK-TIYL cells | 640,000 tested, 1.4% active | TEAD-Gal4/YAP UAS-luciferase luminescence | inhibition, % at 9.12 µM; in the data active = inhibition above about 32%;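 also: 0% = median of test compound wells and 100% = reference inhibitor wells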
MITF inh: MITF inhibitors, primary screen, biochemical, AlphaScreen, human | 650,000 tested, 0.91% active | AID 1259374, 2018 | inhibition, % at 2.6 µM | Microphthalmia-associated transcription factor (Homo sapiens), O75030 | AlphaScreen MITF homodimerization, bead proximity signal; in the data active = inhibition above about 50%;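 also: 0% = vehicle wells with protein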
Target sequence (O75030 whole entry, looked up): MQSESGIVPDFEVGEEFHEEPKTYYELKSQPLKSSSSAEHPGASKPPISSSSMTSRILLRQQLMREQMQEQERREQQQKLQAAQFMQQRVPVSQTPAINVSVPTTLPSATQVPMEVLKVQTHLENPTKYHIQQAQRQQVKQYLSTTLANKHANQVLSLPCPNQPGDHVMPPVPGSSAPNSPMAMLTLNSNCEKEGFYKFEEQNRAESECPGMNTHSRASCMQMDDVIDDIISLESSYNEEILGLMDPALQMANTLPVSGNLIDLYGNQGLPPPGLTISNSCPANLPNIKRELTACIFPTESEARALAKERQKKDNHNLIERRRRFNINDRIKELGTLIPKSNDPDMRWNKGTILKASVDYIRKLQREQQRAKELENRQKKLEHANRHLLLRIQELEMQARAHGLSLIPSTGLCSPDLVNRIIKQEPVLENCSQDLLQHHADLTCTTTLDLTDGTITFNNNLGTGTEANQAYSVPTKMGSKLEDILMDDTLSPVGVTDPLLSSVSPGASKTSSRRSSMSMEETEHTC
GPR151 ag: activators of human GPR151, primary screen, cell-based, PathHunter beta-arrestin, luminescence. PathHunter beta-arrestin GPR151 cells. 650,000 tested, 1% active. activation, % at 11.2 µM; in the data active = activation above about 4.9%;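 also: 0% = median of compound wells and 100% = cells with positive control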
Target sequence (Q8TDV0 whole entry, looked up): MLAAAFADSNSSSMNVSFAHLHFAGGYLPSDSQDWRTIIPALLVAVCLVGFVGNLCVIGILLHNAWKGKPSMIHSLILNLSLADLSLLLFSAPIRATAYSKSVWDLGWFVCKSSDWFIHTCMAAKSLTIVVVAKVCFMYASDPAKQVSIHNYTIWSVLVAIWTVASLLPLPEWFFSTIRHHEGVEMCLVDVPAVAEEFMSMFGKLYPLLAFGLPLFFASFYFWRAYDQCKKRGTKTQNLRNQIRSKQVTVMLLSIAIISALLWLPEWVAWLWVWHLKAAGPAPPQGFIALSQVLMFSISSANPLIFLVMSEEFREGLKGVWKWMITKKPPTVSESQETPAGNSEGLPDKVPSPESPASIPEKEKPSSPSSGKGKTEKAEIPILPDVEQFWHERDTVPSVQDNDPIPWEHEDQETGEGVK
Numbers without * were called inactive. Not a hit list; any-hit rate near 3.5%.

CCCn1c(=O)c2c(nc3n2CC(C)CN3C2CCCCC2)n(C)c1=O (centres undefined) was read as FBW7 act -0.2, TEAD-YAP block -16, MITF inh 10 and GPR151 ag 3.8.
For COC(=O)c1ccc2c(=O)n(CCc3ccc(OC)c(OC)c3)c(SCc3cc(=O)n4ccccc4n3)nc2c1 the results were FBW7 act 0.1, TEAD-YAP block -3, MITF inh -8 and GPR151 ag 0.8.
For CCc1ccccc1NC(=O)c1ccc(F)c(S(=O)(=O)N2CC(C)CC(C)C2)c1 (centres undefined) the results were FBW7 act -0.1, TEAD-YAP block -10, MITF inh -1 and GPR151 ag 0.6.
C=CCNC(=S)NC(=O)c1ccc([N+](=O)[O-])cc1 was read as FBW7 act -0.3, TEAD-YAP block -8, MITF inh 8 and GPR151 ag -1.1.
Cc1nc2nc(SCC(=O)Nc3ccccc3C(F)(F)F)nn2c(C)c1Cc1c(F)cccc1Cl was read as FBW7 act 0.0, TEAD-YAP block -4, MITF inh 2 and GPR151 ag 1.4.
`CC1=C(C)CS(=O)N(C(=O)c2ccccc2)C1` (centres undefined) gave FBW7 act -0.1, TEAD-YAP block 19, MITF inh 6 and GPR151 ag 1.1.
COC(=O)c1nc2n(n1)C(c1ccc(Br)cc1)C1=C(CC(C)(C)CC1=O)N2 (centres undefined) was read as FBW7 act 0.1, TEAD-YAP block 9, MITF inh 3 and GPR151 ag 0.4.
COc1ccc(S(=O)(=O)Nc2ccc(-c3nc4cccnc4s3)cc2)cc1 was read as FBW7 act 0.1, TEAD-YAP block -21, MITF inh 2 and GPR151 ag -0.5.
For O=C(N/N=C/c1ccccc1Cl)c1cc(I)ccc1O the results were FBW7 act -0.1, TEAD-YAP block -5, MITF inh -8 and GPR151 ag -0.7.
Screening CCOC(=O)N1CCN(C(=O)c2cc(-c3ccncc3)nc3ccccc23)CC1 returned FBW7 act -0.1, TEAD-YAP block 52*, MITF inh 1 and GPR151 ag 1.9.
For COC(=O)C/C=C/[C@H](C)[C@@H](OCc1cccc(Br)c1)[C@@H](C)[C@H](OC)C1CCCCC1 the results were FBW7 act -0.3, MITF inh -6 and GPR151 ag 1.2.
Screening COc1ccc(Cl)cc1NC(=O)c1c(C)c(-c2ccccc2)nc2ccccc12 returned FBW7 act 0.3, TEAD-YAP block -11, MITF inh 19 and GPR151 ag -1.1.
`COC(=O)c1ccc(NC(=O)/C(=C\c2cccc([N+](=O)[O-])c2)NC(=O)c2ccc(OC)cc2Cl)cc1` gave FBW7 act 0.5, TEAD-YAP block 3, MITF inh 12 and GPR151 ag 0.8.
Screening CC(=O)c1cccc(-c2nc(Nc3ccc(N4CCOCC4)cc3)c3ncn(Cc4ccc(C(F)(F)F)cc4)c3n2)c1 returned FBW7 act 0.1, TEAD-YAP block -12, MITF inh 1 and GPR151 ag -0.2.
COc1ccc(/C(C)=N\NC(=O)CNc2ccccc2C)cc1OC was read as FBW7 act -0.1, TEAD-YAP block 0, MITF inh 17 and GPR151 ag 1.0.
For O=C(CSc1ccncc1)NCC1CCC(c2nc3ccccc3[nH]2)CC1 (centres undefined) the results were FBW7 act -0.1, TEAD-YAP block 0, MITF inh -1 and GPR151 ag 1.4.
Screening Cc1cccn2c(CN3CCC(C4CCCCC4)C3)c(C(=O)N3CCOCC3)nc12 (centres undefined) returned FBW7 act -0.1, TEAD-YAP block 14, MITF inh 3 and GPR151 ag 0.6.
For CC(=O)Nc1ccc(C2OC3=C(C(=O)CC(C)(C)C3)C(N)=C2C#N)cc1 (centres undefined) the results were FBW7 act 0.0, TEAD-YAP block 9, MITF inh 4 and GPR151 ag 5.6*.
Screening Cc1ccccc1C(=O)Nc1ccc2nc(SCC(=O)Nc3c(C)n(C)n(-c4ccccc4)c3=O)sc2c1 returned FBW7 act -0.2, TEAD-YAP block -5, MITF inh -10 and GPR151 ag 0.0.
`CCc1ccc2nc(N3CCC(C(=O)NCc4ccc(C)cc4)CC3)sc2c1` gave FBW7 act 0.1, TEAD-YAP block 4, MITF inh 20 and GPR151 ag 0.5.
CCCCN1C(=O)/C(=c2\sc3nc(-c4ccccc4)nn3c2=O)c2ccccc21 was read as FBW7 act 0.1, TEAD-YAP block 0, MITF inh -5 and GPR151 ag 0.5.
`O=C(CCN1CCOCC1)Nc1ccc2c(c1)OCO2` gave FBW7 act -0.2, TEAD-YAP block -3, MITF inh 2 and GPR151 ag 0.7.
For CN(C)c1ccc(N2C(=O)/C(=C/c3ccc(-c4ccc(Br)cc4)o3)C=C2c2ccccc2)cc1 the results were FBW7 act -0.1, TEAD-YAP block -1, MITF inh 6 and GPR151 ag -0.6.
Screening O=C(NC(=S)Nc1ccc(N2CCOCC2)c(Cl)c1)c1ccccc1 returned FBW7 act 0.3, TEAD-YAP block -14, MITF inh 14 and GPR151 ag -0.6.

Reprinted from the part before: 2 entries, then new ones.
For CN(C)c1ccc(N2C(=O)/C(=C/c3ccc(-c4ccc(Br)cc4)o3)C=C2c2ccccc2)cc1 the results were FBW7 act -0.1, TEAD-YAP block -1, MITF inh 6 and GPR151 ag -0.6.
Screening O=C(NC(=S)Nc1ccc(N2CCOCC2)c(Cl)c1)c1ccccc1 returned FBW7 act 0.3, TEAD-YAP block -14, MITF inh 14 and GPR151 ag -0.6.
`COCc1c(C)cc(C)c(/C=N/O)c1C` gave FBW7 act 0.5, TEAD-YAP block -2, MITF inh -3 and GPR151 ag 0.4.
Screening S=c1[nH]c2ccccc2n2c(=S)[nH]nc12 returned FBW7 act -0.1, TEAD-YAP block -12, MITF inh 20 and GPR151 ag -0.8.
O=C(NCC(c1ccco1)S(=O)(=O)c1ccc(F)cc1)c1ccc(Cl)cc1 (centres undefined) was read as FBW7 act 0.1, TEAD-YAP block -4, MITF inh 7 and GPR151 ag -0.7.
For Cn1c(=O)n2n(c1=O)[C@H]1[C@H](O)[C@@H]3O[C@@H]3C(=O)[C@H]1CC2 the results were FBW7 act -0.1, MITF inh -2 and GPR151 ag -0.1.
O=C(NCc1ccc(F)cc1)NCC1(O)CCCC1 was read as FBW7 act -0.1, TEAD-YAP block 10, MITF inh 5 and GPR151 ag 0.6.
For Cc1ccc2nc(-c3cc(NC(=O)c4ccc(Cl)c([N+](=O)[O-])c4)ccc3O)oc2c1 the results were FBW7 act -0.1, TEAD-YAP block -6, MITF inh 6 and GPR151 ag 0.0.
CC1CCC2(CC1)NC(=O)N(CC1CC1(Cl)Cl)C2=O (centres undefined) was read as FBW7 act 0.2, TEAD-YAP block -1, MITF inh 13 and GPR151 ag -0.1.
`Cc1ccc(CS(=O)(=O)CCC(=O)NCCc2ccc(Cl)cc2)cc1` gave FBW7 act 0.1, TEAD-YAP block 9, MITF inh 9 and GPR151 ag -0.9.
Screening CC(=O)C1=C(O)C(=O)N(CCCNCCO)C1c1ccc(F)cc1 (centres undefined) returned FBW7 act 0.0, TEAD-YAP block 7, MITF inh 1 and GPR151 ag 0.0.
`CC(=O)c1cccc(NC(=O)c2nc(-c3ccncc3)no2)c1` gave FBW7 act -0.2, TEAD-YAP block -1, MITF inh -4 and GPR151 ag 0.7.
Screening Cc1cccc(Cc2c(C)nc3c(C(=O)NCCC4=CCCCC4)cnn3c2C)c1 returned FBW7 act -0.1, TEAD-YAP block 6, MITF inh -10 and GPR151 ag 1.5.
For CCOC(=O)C(=O)c1csc(NC(=O)c2cc3c(=O)n4ccccc4nc3s2)n1 the results were FBW7 act -0.1, TEAD-YAP block -13, MITF inh 6 and GPR151 ag 0.6.
For O=C(OCCN1CCCCC1)c1ccc([N+](=O)[O-])cc1 the results were FBW7 act -0.1, TEAD-YAP block 2, MITF inh -10 and GPR151 ag -0.1.
`O=C1CCC(=O)N1c1c(F)c(F)nc(N2CCCCC2)c1F` gave FBW7 act 0.0, TEAD-YAP block -3, MITF inh -10 and GPR151 ag 0.0.
For O=C(O)c1ccc(NC(=O)c2cccc(S(=O)(=O)N(CCO)CCO)c2)cc1 the results were FBW7 act 0.2, TEAD-YAP block 7, MITF inh 12 and GPR151 ag 2.4.
Cc1cccc(-c2nc3sc(-c4ccccc4)cc3c(=O)o2)c1 was read as FBW7 act 0.1, TEAD-YAP block -6, MITF inh 10 and GPR151 ag -0.4.
`CC(=O)Oc1c(/C=C(\C#N)C(N)=O)[nH]c2ccccc12` gave FBW7 act -0.3, TEAD-YAP block -6, MITF inh -4 and GPR151 ag 4.4.
Screening O=c1c2sccc2nc(SCc2ccc([N+](=O)[O-])cc2)n1Cc1ccc2c(c1)OCO2 returned FBW7 act 0.8, TEAD-YAP block -8, MITF inh 11 and GPR151 ag 0.4.
NNC(=O)CNC(=O)c1cccc(Br)c1 was read as FBW7 act 0.1, TEAD-YAP block 1, MITF inh 0 and GPR151 ag 3.2.
`COc1ccc(-c2ccc(NC(=O)c3c(F)cccc3Cl)cc2)nn1` gave FBW7 act 0.0, TEAD-YAP block -40, MITF inh 9 and GPR151 ag -1.6.
CCn1c(=O)c2sccc2n2c(CCCC(=O)Nc3ccc(Cl)cc3)nnc12 was read as FBW7 act 0.1, TEAD-YAP block 8, MITF inh 3 and GPR151 ag 0.3.
`COCCCn1c(-c2ccco2)nc2ccccc2c1=O` gave FBW7 act -0.2, TEAD-YAP block -2, MITF inh 4 and GPR151 ag -0.6.
For COC(=O)C1CC(=O)N(Cc2ccccc2)C12CCN(CC1CC1)CC2 (centres undefined) the results were FBW7 act 0.1, TEAD-YAP block 4, MITF inh 18 and GPR151 ag -1.8.
`Cc1ccc(N(Cc2ccccc2C)S(C)(=O)=O)cc1C` gave FBW7 act -0.5, TEAD-YAP block -6, MITF inh 5 and GPR151 ag 1.1.

Compounds above with a thiophene ring, fused or not:
For CCOC(=O)C(=O)c1csc(NC(=O)c2cc3c(=O)n4ccccc4nc3s2)n1 the results were FBW7 act -0.1, TEAD-YAP block -13, MITF inh 6 and GPR151 ag 0.6.
Cc1cccc(-c2nc3sc(-c4ccccc4)cc3c(=O)o2)c1 was read as FBW7 act 0.1, TEAD-YAP block -6, MITF inh 10 and GPR151 ag -0.4.
Screening O=c1c2sccc2nc(SCc2ccc([N+](=O)[O-])cc2)n1Cc1ccc2c(c1)OCO2 returned FBW7 act 0.8, TEAD-YAP block -8, MITF inh 11 and GPR151 ag 0.4.
CCn1c(=O)c2sccc2n2c(CCCC(=O)Nc3ccc(Cl)cc3)nnc12 was read as FBW7 act 0.1, TEAD-YAP block 8, MITF inh 3 and GPR151 ag 0.3.

(further entries)
Screening Cc1ccc(S(=O)(=O)N(Cc2ccccc2)CC(O)Cn2c3ccccc3c3ccccc32)cc1 (centres undefined) returned FBW7 act -0.3, TEAD-YAP block 6, MITF inh 11 and GPR151 ag 0.1.
Screening Cc1ccc(/C(O)=C2/C(=O)C(=O)N(c3cccnc3)C2c2cccc(O)c2)cc1 (centres undefined) returned FBW7 act 0.2, TEAD-YAP block 10, MITF inh 14 and GPR151 ag -1.8.
For Cc1ccc(N2C(=O)C3C4CC(C(Br)C4Br)C3C2=O)cc1 (centres undefined) the results were FBW7 act 0.2, TEAD-YAP block 3, MITF inh 10 and GPR151 ag -1.1.
For CC(=O)c1ccc(NC(=O)c2ccc(S(=O)(=O)N(C)Cc3ccccc3)cc2)cc1 the results were FBW7 act 0.1, TEAD-YAP block 13, MITF inh -8 and GPR151 ag -0.2.
Screening O=C(N[C@H]1C[C@H]2C(=O)N[C@@H](Cc3ccc(Cl)cc3)C(=O)N2C1)c1cccc(Br)c1 returned FBW7 act -0.2, TEAD-YAP block 3, MITF inh 5 and GPR151 ag -0.4.
For O=C(c1cc2ccccc2oc1=O)N1CCN(c2ncccn2)CC1 the results were FBW7 act -0.6, TEAD-YAP block -29, MITF inh 2 and GPR151 ag 1.8.
CCN(CC)S(=O)(=O)c1ccc(F)c(C(=O)NCc2ccc3c(c2)OCO3)c1 was read as FBW7 act 0.0, TEAD-YAP block -10, MITF inh 8 and GPR151 ag -0.9.
CCOc1ccc(OCC(=O)N2CCC3(CC2)CC(=O)c2ccccc2O3)cc1 was read as FBW7 act 0.3, TEAD-YAP block 4, MITF inh 10 and GPR151 ag -1.2.
For Cc1ccccc1NC(=O)c1c(NC(=O)Cc2ccccc2)sc2c1CCC2 the results were FBW7 act 0.4, TEAD-YAP block -11, MITF inh -5 and GPR151 ag -1.1.
Screening Cc1cc(C)c(NC(=O)CSc2ncc(-c3cccc(Cl)c3)o2)c(C)c1 returned FBW7 act 0.1, TEAD-YAP block 14, MITF inh 13 and GPR151 ag 0.0.
`O=C(O)CNC(=O)c1cc(=O)[nH]c(=S)[nH]1` gave FBW7 act 0.2, TEAD-YAP block 1, MITF inh -4 and GPR151 ag 0.1.
For COc1ccc2nc(Cl)c(C3CC(c4ccc(C)cc4)=NN3C(=O)c3ccco3)cc2c1 (centres undefined) the results were FBW7 act -0.1, TEAD-YAP block -3, MITF inh -5 and GPR151 ag -0.4.
Screening COc1cc(Nc2nc(=S)[nH]c3ccccc23)cc(OC)c1OC returned FBW7 act 0.4, TEAD-YAP block 9, MITF inh 11 and GPR151 ag -0.8.
`O=C(COC(=O)c1ccc2noc(-c3ccccc3)c2c1)c1ccc(Br)cc1` gave FBW7 act -0.1, TEAD-YAP block -3, MITF inh -7 and GPR151 ag 0.5.
`Cc1cccc(NC(=O)/C(C#N)=C/c2ccc(F)cc2)n1` gave FBW7 act 0.4, TEAD-YAP block -13, MITF inh 5 and GPR151 ag 1.0.
